From PubChem
CCT chaperon mod: High-Throughput Screening for Modulators of Cytosolic Chaperonin Activity; purified chaperonin ATPase assay, HTRF ADP detection, 30 min; activity change, % (test concentration not listed), hits read low; 360,000 tested, 0.3% active; in the data active means activity change below about -30%; further: on the % scale 0 is the no-effect control and ±100 the full control effect
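Enzyme 40 or 20 nM (batch-dependent) in Tris pH 7.4/KCl/MgCl2/DTT; cpd 76 uM single point; ATP 10 uM; 30 min 37 °C; Transcreener ADP HTRF detection, 30 min RT; ratio 665/615.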
IL2 activator: qHTS of IL-2 Activators. IL-2 activation reporter assay, cell-based qHTS; stimulated with anti-CD3/CD4/CD28 beads; in transgenic mouse T cells. activation, % (series mostly up to about 46 µM). 360,000 tested, 0.065% active; in the data active means activation above about 50%; inconclusive means mostly about 30% to 49%; further: 0% is about no effect
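Readout is EGFP and DsRed signal by fluorescent plate cytometry after 18 h at 37 degrees C. Transgenic mouse T cells (750/well) received compound for 60 min before bead stimulation (anti-CD3, anti-CD4, anti-CD28); memory T cells served as non-tolerant control.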
EPAC1 agonist: qHTS for Agonist of cAMP-regulated guanine nucleotide exchange factor 3 (EPAC1): primary screen; Rap guanine nucleotide exchange factor 3 (Homo sapiens), O95398; 360,000 tested, 0.073% active; EPAC1 agonist qHTS, biochemical assay; response scale: 100% = response to 6.5 mM cAMP; AID 720707, 2013; Potency, µM (doses to about 154 µM), without a hit: top-dose activation, hits mostly activators; further: potency means the concentration at half of the fitted maximal effect; nearly all actives have a fitted effect of over 60% in size
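EPAC1 100 nM, Rap1B–BODIPY-GDP 250 nM, unlabeled GDP 50 uM; compound titration; 5 min RT; kinetic read ex480/em540 at 5-min intervals ×30 min; data normalized to 6.5 mM cAMP agonist control.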
PI5P4K alpha inh: qHTS for Inhibitors of phosphatidylinositol 5-phosphate 4-kinase (PI5P4K). PI5P4Kalpha enzyme, ADP-Glo luminescence, 60 min; stronger effect = lower value. max response, %. Phosphatidylinositol 5-phosphate 4-kinase type-2 alpha (Homo sapiens), P48426. 330,000 tested, 1.2% active; active means max response of -50% or lower; inconclusive means between -30% and -50%; inactive means -30% or higher; further: value at the top dose of about 77 µM; on the % scale 0 is the no-effect control and ±100 the full control effect
Target sequence (P48426 whole entry, looked up): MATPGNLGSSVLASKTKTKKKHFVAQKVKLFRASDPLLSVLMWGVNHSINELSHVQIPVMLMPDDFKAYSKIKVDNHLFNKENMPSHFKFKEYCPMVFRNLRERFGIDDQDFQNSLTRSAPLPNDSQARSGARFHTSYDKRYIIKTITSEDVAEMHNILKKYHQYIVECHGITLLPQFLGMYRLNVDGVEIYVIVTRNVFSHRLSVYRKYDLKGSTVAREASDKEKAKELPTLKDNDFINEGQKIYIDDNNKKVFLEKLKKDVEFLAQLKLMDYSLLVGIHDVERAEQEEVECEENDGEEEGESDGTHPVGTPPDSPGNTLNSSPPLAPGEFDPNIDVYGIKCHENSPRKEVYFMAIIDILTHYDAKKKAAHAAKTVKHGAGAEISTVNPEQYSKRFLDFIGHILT
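Luminescence from ADP-Glo served as readout of PI5P4Kalpha activity in a qHTS format. Reaction: enzyme, substrate, compound, ATP at 5 microM final, 60 min at RT.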
WRN helicase inh: qHTS for Inhibitors of WRN Helicase | Bifunctional 3'-5' exonuclease/ATP-dependent helicase WRN (Homo sapiens), Q14191 | WRN helicase unwinding, fluorescent forked duplex, kinetic | Potency, µM (doses to about 114 µM), inactives show top-dose activity change, negative = inhibition, hits mostly inhibitors | 360,000 tested, 0.46% active | AID 651768, 2012; further: potency means the concentration at half of the fitted maximal effect; on the % scale 0 is the no-effect control and ±100 the full control effect; nearly all actives have a fitted effect of over 55% in size
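Enzyme (20 nM final) and test compound sit together 15 min at room temperature before substrate addition. Substrate is a single-forked duplex oligonucleotide (100 nM) labelled with fluorophore and quencher, with 2 mM ATP; helicase unwinding raises red fluorescence, read kinetically.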
EPAC1 antagonist: qHTS for Antagonist of cAMP-regulated guanine nucleotide exchange factor 3 (EPAC1): primary screen; 360,000 tested, 0.14% active; Potency, µM (highest dose often 115 µM), inactives show at the top dose activity change, negative = inhibition, most hits filed as inhibitors; EPAC1 GEF assay, Rap1b-BODIPY-GDP exchange fluorescence;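 further: potency means the concentration at half of the fitted maximal effect; plate controls were vehicle for no effect and positive control for full effect; nearly all actives have a fitted effect of over 50% in size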
PLK1 PBD block: qHTS for Inhibitors of PLK1-PDB (polo-like kinase 1 - polo-box domain): Primary Screen. Plk1 PBD binding of FITC phosphopeptide, fluorescence polarization. Potency, µM, for inactives: max response, negative = inhibition, hits mostly inhibitors. AID 720504, 2013. 360,000 tested, 2.8% active; further: potency means the concentration at half of the fitted maximal effect; series mostly up to about 57 µM; on the % scale 0 is the no-effect control and ±100 the full control effect; nearly all actives have a fitted effect of over 65% in size
Target sequence (P53350 whole entry, looked up, the tested form may be a part): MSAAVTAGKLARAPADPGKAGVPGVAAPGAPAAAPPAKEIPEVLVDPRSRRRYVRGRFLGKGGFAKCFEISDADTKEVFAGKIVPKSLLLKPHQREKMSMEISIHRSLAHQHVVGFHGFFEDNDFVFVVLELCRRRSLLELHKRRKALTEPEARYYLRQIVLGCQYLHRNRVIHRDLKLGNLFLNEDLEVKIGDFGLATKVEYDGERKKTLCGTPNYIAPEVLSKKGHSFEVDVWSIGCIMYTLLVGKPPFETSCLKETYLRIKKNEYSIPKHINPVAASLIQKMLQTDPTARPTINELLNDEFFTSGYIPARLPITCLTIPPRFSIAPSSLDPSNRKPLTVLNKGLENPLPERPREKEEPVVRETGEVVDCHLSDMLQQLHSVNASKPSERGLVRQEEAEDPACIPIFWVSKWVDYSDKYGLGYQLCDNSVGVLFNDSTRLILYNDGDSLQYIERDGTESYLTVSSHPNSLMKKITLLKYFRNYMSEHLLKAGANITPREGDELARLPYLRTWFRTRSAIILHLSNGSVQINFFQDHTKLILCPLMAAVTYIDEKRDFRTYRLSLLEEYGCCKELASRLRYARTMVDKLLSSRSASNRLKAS
EPAC2 ag: qHTS for Agonist of cAMP-regulated guanine nucleotide exchange factor 4 (EPAC2): primary screen; Rap guanine nucleotide exchange factor 4 (Homo sapiens), Q8WZA2; EPAC2 activation, biochemical qHTS; response scale: 100% = 6.5 mM cAMP response; Potency, µM (top dose mostly 154 µM), inactives show at the top dose activation, hits mostly activators; 360,000 tested, 0.079% active; further: potency means the concentration at half of the fitted maximal effect; nearly all actives have a fitted effect of over 50% in size
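Nucleotide exchange monitored as fluorescence drop when BODIPY-GDP leaves Rap1B. Reaction: 100 nM EPAC2, 250 nM RAP1B-BODIPY-GDP, 50 uM GDP, room temperature, kinetic read over 30 min. Activity expressed relative to 6.5 mM cAMP.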
* hit, by the source's call; u = inconclusive; x = not tested or not shown; [ ] = dose if it differs, or a comment. Unless noted, the call rests on the fitted dose curve; in most records, active means well fitted curve in the direction sought with a large enough effect; inconclusive means small, poorly fitted or top-dose-only effect, or another doubt; inactive means no such curve, though single readings can be large; an effect the other way counts as inactive or inconclusive.

SMILES | CCT chaperon mod | IL2 activator | EPAC1 agonist | PI5P4K alpha inh | WRN helicase inh | EPAC1 antagonist | PLK1 PBD block | EPAC2 ag
Cc1c(C(=O)O)sc2nc(CSc3nnc(-c4ccc(F)cc4)n3C)[nH]c(=O)c12 | -2.6 | 1.4 | 6% | u | u | 0% | -18% | 14%
O=C(CCC(=O)N(CC(=O)NC1CCCCC1)c1ccc(F)cc1)Nc1ccccn1 | -1.3 | 0.0 | -12% | 20 | -10% | u | -13% | -2%
O=C(Nc1ccccn1)C(c1ccccc1)c1ccccc1 | -0.8 | -2.8 | -3% | 2 | 7% | -9% | -2% | 2%
CC(C)CSc1ncc(-c2cccc(C(F)(F)F)c2)cn1 | 0.4 | -2.3 | 9% | 16 | 3% | 3% | 2% | 3%
O=[N+]([O-])c1cccc(/C=N/Nc2nccnc2Cl)c1 | -3.8 | -0.6 | 8% | x | -8% | -1% | -3% | 18%
Cc1cc(=O)[nH]c2ccc(S(=O)(=O)NC3CCCCC3)cc12 | 0.1 | -0.2 | -5% | 2 | -4% | 22% | -1% | -2%
CCC1CCCCN1CCCNC(=O)CN1C(=O)COc2ccccc21 (configuration not stated) | -0.7 | -1.2 | -5% | -1 | 6% | 11% | -7% | -5%
Cc1ccc(C(=O)N(Cc2ccccc2)C(C)(C)C)cc1C | -1.3 | -2.5 | -3% | 3 | -3% | -25% | 4% | 2%
CC1CCCCN1CC(=O)NC(=O)NCc1ccccc1 (configuration not stated) | -1.7 | -3.5 | 11% | 2 | 3% | 1% | -10% | 1%
COCCn1nnnc1C(c1ccc(O)c(OC)c1)N1CCc2ccccc2C1 (configuration not stated) | -1.4 | -0.1 | -1% | -11 | -16% | -18% | -18% | 2%
O=C(CN1CCN(Cc2ccccc2F)C1=O)NCCc1ccc(Cl)cc1 | -2.1 | -2.9 | -20% | -1 | 6% | 4% | 5% | 1%
CC1(C)Cc2c(C#N)c(SCCC#N)nc(N3CCOCC3)c2CS1 | -1.0 | -1.7 | 6% | x | -4% | 0% | -2% | 5%
CCc1noc(C)c1C(=O)N1CCN(S(=O)(=O)c2ccc(C(C)C)cc2)CC1 | 0.9 | 0.0 | -1% | -3 | -5% | -13% | 5% | 2%
CCc1sc(C(=O)N(CCCOC)c2c(N)n(CC(C)C)c(=O)[nH]c2=O)cc1C | -1.6 | -1.0 | 0% | -1 | -3% | 9% | -10% | -12%
CCOc1ccc(C(=O)Nc2ccc(NC(=O)c3ccccc3)cc2)cc1Br | -9.4 | -0.7 | 17% | 1 | 3% | -6% | -8% | 8%
Cc1c(C(=O)N2CCN(c3ncccn3)CC2)oc2ccc(Cl)cc12 | -6.6 | -0.7 | 11% | 0 | -2% | -6% | -7% | 21%
CC1CN(C(=O)CSc2cn(CC(=O)N3CCOCC3)c3ccccc23)CC(C)O1 (configuration not stated) | -1.3 | -1.7 | 8% | 6 | 9% | -6% | -15% | 7%
CC1(C)Cn2c(nnc2-c2cccc(O)c2)S1 | 2.4 | -1.7 | -3% | x | 7% | 5% | -4% | -4%
CC(=O)Nc1ccc(S(=O)(=O)NCCC(=O)OCC(=O)c2cc(C)ccc2C)cc1 | -2.4 | -0.8 | 0% | -11 | -6% | -2% | -6% | 2%
Cc1ccc(NC(=O)CN2C(=O)S/C(=C/c3ccncc3)C2=O)cc1 | -2.1 | -0.5 | -6% | -11 | -5% | -3% | -2% | 9%
O=C1Nc2cc(Cl)c(Cl)cc2N(O)N1c1cc(Cl)cc(Cl)c1 | -1.2 | -1.5 | 4% | x | -26% | 10% | u | 3%
COCCCn1c(SCC(=O)Nc2ccccc2)nnc1-c1ccncc1 | -1.8 | -2.5 | -1% | 0 | 0% | 9% | -22% | 0%
Cn1c(C(O)c2ccc(Cl)cc2)nc(Cl)c1Cl (configuration not stated) | 0.2 | -1.3 | -3% | -1 | -5% | 5% | -6% | 2%
O=C(COc1cccc2c1CCNC2=O)Nc1ccc(F)cc1 | 0.6 | -0.5 | 2% | 5 | -2% | 0% | 0% | 3%
Clc1ccc(C2[C@H]3CN(Cc4cccnc4)[C@H](c4ccccc4)C34CC2(c2ccccc2)C4)cn1 (some centres not stated) | -2.1 | 0.0 | -9% | 3 | -3% | 10% | 3% | 7%

Sorted by value in PI5P4K alpha inh (rising): three of the compounds above
| compound | CCT chaperon mod | PI5P4K alpha inh | WRN helicase inh | EPAC1 antagonist | PLK1 PBD block | EPAC2 ag |
| --- | --- | --- | --- | --- | --- | --- |
| COCCn1nnnc1C(c1ccc(O)c(OC)c1)N1CCc2ccccc2C1 (configuration not stated) | -1.4 | -11 | -16% | -18% | -18% | 2% |
| O=C(Nc1ccccn1)C(c1ccccc1)c1ccccc1 | -0.8 | 2 | 7% | -9% | -2% | 2% |
| CC(C)CSc1ncc(-c2cccc(C(F)(F)F)c2)cn1 | 0.4 | 16 | 3% | 3% | 2% | 3% |

In the list so far, 2 have a thiophene ring, fused or not.
SMILES | CCT chaperon mod | IL2 activator | EPAC1 agonist | PI5P4K alpha inh | WRN helicase inh | EPAC1 antagonist | PLK1 PBD block | EPAC2 ag
Cc1c(C(=O)O)sc2nc(CSc3nnc(-c4ccc(F)cc4)n3C)[nH]c(=O)c12 | -2.6 | 1.4 | 6% | u | u | 0% | -18% | 14%
CCc1sc(C(=O)N(CCCOC)c2c(N)n(CC(C)C)c(=O)[nH]c2=O)cc1C | -1.6 | -1.0 | 0% | -1 | -3% | 9% | -10% | -12%

(more compounds)
SMILES | CCT chaperon mod | IL2 activator | EPAC1 agonist | PI5P4K alpha inh | WRN helicase inh | EPAC1 antagonist | PLK1 PBD block | EPAC2 ag
Cc1cc2occ(CC(=O)NNC(=O)c3ccccc3F)c2cc1C | -1.9 | -1.8 | -8% | -9 | -2% | -22% | -6% | 6%
CCn1c(=O)c2ccccc2n2c(SCC(=O)N3CCCc4ccccc43)nnc12 | 1.1 | -1.5 | 1% | x | 6% | 4% | -6% | -3%
C=CCN(CC=C)C(=O)C1CCC(C(=O)N(CC=C)CC=C)CC1 (configuration not stated) | -0.9 | -3.7 | -2% | -8 | 5% | 5% | 0% | -1%
CS(=O)(=O)c1ccc(C(=O)OCc2nnc(-c3ccc(Cl)cc3)o2)cc1[N+](=O)[O-] | -6.2 | -0.3 | -1% | -13 | -4% | u | -25% | 1%
Cc1ccc(F)cc1NC(=O)c1cnccn1 | -5.6 | -0.4 | -4% | 4 | -3% | -4% | -6% | -2%
CCCN(CC(=O)Nc1ccccc1C)C(=O)c1ccc(C(=O)c2ccccc2)cc1 | -3.3 | -4.4 | 6% | -3 | -1% | -9% | -7% | 5%
Cn1c(SCC(=O)c2ccccc2)nnc1C1COc2ccccc2O1 (configuration not stated) | -2.0 | 1.0 | 2% | 0 | 4% | -17% | -7% | -2%
Cc1nc(C)c(C(=O)NCCC(c2ccccc2)c2ccccc2)o1 | 2.0 | -1.8 | 8% | -27 | -32% | -10% | -26% | 3%
COc1ccc2c(CC(=O)Nc3ccc4nc(N5CCOCC5)sc4c3)coc2c1 | -0.6 | -1.9 | 4% | -4 | 7% | 12% | 2% | -6%
CCCSc1nc(C)cc(C)c1S(=O)(=O)c1ccccc1C | -3.5 | 0.5 | -4% | 19 | -10% | u | -13% | 0%
C=CCOc1ccc(CNC(C)(C)CO)cc1OC | -0.8 | 0.2 | -2% | -6 | -2% | -1% | -1% | 0%
COc1ccc([C@H]2C[C@@H](n3cc(COC(=O)c4ccccc4)nn3)[C@H](O)CN2CC2CCCCC2)cc1 | -1.4 | 0.5 | -7% | 1 | 3% | -16% | -20% | 9%
COc1ccccc1/C=C\C(=O)NCC(=O)N/N=C(/C)c1cccc([N+](=O)[O-])c1 | 0.9 | -0.5 | 6% | -1 | -4%[57.1 µM] | 6% | 4% | 0%
COc1ccc(OC)c(NC(=O)CSc2ccc3nnc(-c4ccccn4)n3n2)c1 | -0.9 | 0.5 | -1% | 4 | 5% | 22% | -7% | 8%
Cc1cccc(NC(=O)N2CCc3ccccc3C2)c1C | -0.1 | 0.0 | -21% | -4 | -5% | -27% | -3% | 8%
CCOC1(/N=C(\C)NS(=O)(=O)c2ccc(Cl)cc2)C(C)=CC(=O)C=C1C | -71* | -0.1 | u | 7 | -5% | 12% | -14% | -4%
Cc1[nH]c(=O)[nH]c(=O)c1/C=N/NC(=O)CCCCCNC(=O)OC(C)(C)C | -0.9 | 1.2 | -5% | -6 | 0% | -1% | -1% | -1%
COc1cccc(CN(C)C(=O)CN2C(=O)NC(c3ccccc3)(c3ccccc3)C2=O)c1OC | -0.3 | 1.0 | 1% | -1 | -2% | -11% | 3% | 4%
CN(c1ccccc1)S(=O)(=O)c1cccc(NC(=O)CCNC(=O)c2ccc(Cl)cc2)c1 | -1.4 | -4.2 | -6% | -1 | -18% | -29% | 4% | 5%
CCOC(=O)c1ccc(N2C(=O)CC(Nc3ccc(O)cc3)C2=O)cc1 (configuration not stated) | 0.6 | -0.5 | -4% | 5 | 2% | 8% | 2% | 4%
CN(C)CCCNC(=O)/C(=C\c1ccc(-c2cccc([N+](=O)[O-])c2)o1)NC(=O)c1ccccc1 | -4.2 | -5.4 | 5% | -3 | 4% | 13% | -17% | 12%
CCCCc1c(O)nc(SCC(=O)N2CCCCCC2)[nH]c1=O | -0.2 | 0.8 | -5% | u | -7% | -15% | -12% | 7%
Cc1ccc(Cn2nnc3c(=O)[nH]c(C4CCN(S(=O)(=O)/C=C/c5ccccc5)CC4)nc32)cc1 | -0.7 | -2.1 | 8% | -10 | u | -14% | -16% | 4%
COc1ccc(-c2[nH]c(-c3ccc(SC)cc3)nc2SCC(=O)Nc2nccs2)cc1 | -2.2 | -0.4 | 3% | -5 | -15% | 71µM* | -19% | -1%
Cc1ccccc1-n1c(C)cc(/C=C2\NC(=O)NC2=O)c1C | -2.9 | -0.5 | 13% | x | -2% | -5% | -6% | 9%
COc1ccc(CN2CCN(CC(=O)Nc3ccccc3C(=O)NC3CC3)CC2)cc1F | -3.0 | -0.3 | -1% | -7 | -5% | -8% | -1% | 13%
O=C(Nc1ccccc1)c1ccc(NCCN2CCOCC2)c(S(=O)(=O)N2CCOCC2)c1 | -4.7 | -2.1 | 10% | -1 | -3% | -1% | -8% | 5%

Some of the compounds tested; the hit share may differ from the screen's.
